# RmlCD inh 1536: inhibitors of Mycobacterium tuberculosis RmlC and RmlD coupled enzymes. AID 1533. RmlC+RmlD coupled enzyme assay, percent inhibition; primary screen in compound mixtures. 160,000 compounds, 0.03% hits. inhibition, % at 3.6 µM; in the data active = inhibition mostly above about 34%, no sharp cut-off; inconclusive = no clear call, values can overlap the other calls; inactive = mostly below about 22%; note: some results filed as inactive read as strong as hits
# Target sequence (P9WH09 whole entry, looked up): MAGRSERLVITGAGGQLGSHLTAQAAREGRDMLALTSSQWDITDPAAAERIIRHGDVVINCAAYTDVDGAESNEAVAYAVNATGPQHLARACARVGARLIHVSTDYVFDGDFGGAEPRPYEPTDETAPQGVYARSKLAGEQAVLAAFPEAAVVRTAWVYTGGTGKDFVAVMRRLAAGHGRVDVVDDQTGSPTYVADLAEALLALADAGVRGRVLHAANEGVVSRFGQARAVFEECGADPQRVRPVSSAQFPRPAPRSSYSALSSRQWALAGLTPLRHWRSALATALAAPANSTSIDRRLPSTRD
# Target sequence (P9WH11 whole entry, looked up): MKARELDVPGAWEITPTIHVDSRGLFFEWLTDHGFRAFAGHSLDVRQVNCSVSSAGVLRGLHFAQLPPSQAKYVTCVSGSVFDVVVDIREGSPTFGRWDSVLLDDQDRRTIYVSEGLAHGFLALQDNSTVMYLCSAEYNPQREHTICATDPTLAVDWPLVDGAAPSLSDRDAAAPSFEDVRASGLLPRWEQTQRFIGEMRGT
# GlmU inhibition: inhibition of mycobacterial GlmU enzyme – biochemical, glucosamine-1-phosphate acetyltransferase (AID 1376); 220,000 compounds, 0.25% hits; M. tuberculosis GlmU acetyltransferase enzyme assay; higher % means a stronger effect; inhibition, %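 (tested at 30 µM in the primary screen)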, or IC50 in µM where a hit was titrated; in the data active = inhibition above about 13%; inconclusive = no clear call, values can overlap the other calls;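 note: 0% = complete reaction with vehicle and 100% = reaction without substrate; strong numbers were not always called active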
# Active calls of the source: *; ? = inconclusive; . = no result given; & = joins results of further samples.
SMILES,RmlCD inh 1536,GlmU inhibition
CN(N)C(=S)Nc1ccc(F)cc1,-7,6.6%
Cc1cccnc1NC1CCCCC1,8,-7.5%
CCOC(=O)c1c(C)c2c(n1C)CCC/C2=N\O,-5,-4.8%
NC(=O)c1ccccc1NS(=O)(=O)c1ccc(F)cc1,-7,2.0%
Cc1cc(C)c(C(=O)Nc2ccc(Br)c(C(F)(F)F)c2)c(C)c1,-6,0.9%
N#CC(C(=O)OC1CCCCC1)c1nc2ccccc2nc1N1CCOCC1 (stereo not given),.,4.6%
O=C(c1ccco1)N1CCN(C(=O)C2CC(c3ccc(Cl)cc3)=NO2)CC1 (stereo not given),.,2.0%
CCCCc1ccc(-c2ccc(Br)cc2O)nc1,41,-3.5%
O=C(Cn1nnc2ccccc21)c1cccc([N+](=O)[O-])c1,5,5.4%
COc1ccc(CCCC(=O)Nc2ccccc2F)cc1,-12,4.4%
CCOc1ccc(CN2CCN(Cc3cccn3-c3ncccn3)CC2CCO)cc1 (stereo not given),-8,1.4%
O=C(C1CCC(C(=O)N2CCCCC2)CC1)N1CCCCC1 (stereo not given),.,5.3%
N#Cc1nc(-c2ccc(F)cc2)oc1NCc1cccc2c1OCO2,22,5.7%
O=C(Nc1nnc(CCN2CCCCC2)s1)C1CCCCC1,13,2.0%
O=C(NCc1ccco1)c1cc(-c2cccc(Cl)c2)on1,-5,3.5%
COCc1cc(N2CCOCC2)nc(SCc2ccc(Cl)cc2)n1,-3,-7.9%
O=C(CSc1ncnc2c1oc1ccccc12)OCc1ccccc1,.,0.8%
O=C(OCc1cccc2ccccc12)C1CC(=O)N(c2ccccc2)C1 (stereo not given),.,3.9%
Cn1nc(-c2ccc(N3CCN(CCO)CC3)c([N+](=O)[O-])c2)c2ccccc2c1=O,-5,-3.3%
CC1=CC(=C(C#N)c2nc3ccccc3s2)C=C(C)N1c1ccc(F)cc1F,22,-2.1%
O=c1[nH]snc1N1CCOCC1,0,1.1%
COc1cccc(C2NC(c3cccc(OC)c3O)C(C)C(=O)C2C)c1O (stereo not given),5,0.3%
COc1cccc(NC(=S)NC(=O)c2c(Cl)c(C)nn2C)c1,.,6.3%
COC(=O)CCNC(=O)c1ccc2[nH]c(C)c(C)c2c1,1,-3.4%
CC1=C[C@@H](C)[C@@H](c2ccccc2)OC1=O,.,-2.1%
# Going on with the list:
SMILES,RmlCD inh 1536,GlmU inhibition
O=C(c1ccc(-c2ccccc2)cc1)c1ccccc1C(=O)N1CCOCC1,?,0.4%
COCCNC(=O)c1sc2nc(-c3ccccc3)cn2c1C,10,4.6%
CS(=O)(=O)NCCSc1cc(C(F)(F)F)nc2ccccc12,3,1.6%
CC(C)(C)C1=C(C#N)C(c2cc3c(cc2Br)OCO3)C(C#N)=C(N)O1 (stereo not given),.,-0.5%
COc1ccc(CN(Cc2ccco2)S(=O)(=O)c2ccc(S(=O)(=O)N3CCCC3)cc2)cc1,5,2.4%
COc1cccc(C(=O)Nn2c(-c3cccs3)nc3ccccc3c2=O)c1OC,1,7.0%
COc1ccc(N2CCN(CC(O)COCCOc3ccc(Br)cc3)CC2)cc1 (stereo not given),9,2.4%
Cc1ccc2c(c1)c1c3n2CCN(C(=O)C2CC2)C3CCC1 (stereo not given),9,6.5%
O=S(=O)(/N=C(/Nc1ccccc1)c1ccccc1O)c1ccccc1,-7,4.3%
Cc1c(N)cccc1-n1cccc1,1,0.1%
CCOC(=O)c1ccc(NC(=O)CCS(=O)(=O)c2ccc(Br)s2)cc1,-9,-5.6%
CC(C)C(=O)c1cn(Cc2ccc(C#N)cc2)c2ccccc12,.,-0.1%
Cc1cc(C)c(NC(=O)CN2CCN(C)CC2)c(C)c1,-10,-3.6%
CCc1ccccc1NC(=O)Cn1nnc(C(=O)NCc2cccs2)c1N,-11,3.8%
COc1cc(/C=N/NC(=O)c2ccccc2)ccc1OS(=O)(=O)c1ccccc1,.,6.3%
CCOc1ccc(NC(=O)CC2C(=O)N(c3ccccc3)C(=O)N2Cc2ccco2)cc1 (stereo not given),.,9.3%
CCc1ccc(C(=O)c2oc3nc(C)cc(C)c3c2N)cc1,5,1.4%
Cc1ccc(NC(=O)CN2C(=O)NC3(CCC(C)CC3)C2=O)c(Cl)c1 (stereo not given),.,10%
COc1ccc(CCN2C(=O)NC(NS(=O)(=O)c3ccc(N)cc3)(C(F)(F)F)C2=O)cc1OC (stereo not given),.,-4.7%
CCCCOc1ccc(C(=O)N2CC(C)OC(C)C2)cc1 (stereo not given),5,6.4%
Cc1cccc(C)c1NC(=O)CSc1nnc(-c2ccoc2C)n1C,7,5.1%
CC(C)(C)SCCNC(=O)/C=C/c1ccc([N+](=O)[O-])cc1,0,-5.1%
COc1cc(C=Nc2cccc([N+](=O)[O-])c2C)ccc1OC(C)=O,7,1.9%
COc1cc(/C=N/NC(=O)c2cnccn2)cc(OC)c1OC,-15,-0.3%
COc1ccc(C2C=C(C34CC5CC(CC(C5)C3)C4)NC(=S)N2)cc1OC (stereo not given),-1,0.2%
# The list goes on:
SMILES,RmlCD inh 1536,GlmU inhibition
O=C(COC(=O)CCSc1ccccc1Cl)NCc1ccco1,.,1.9%
CC(=O)CCCCn1cnc2c1c(=O)n(C)c(=O)n2C,-4,6.6%
CCc1c(C(C)S(=O)(=O)c2ccccc2)[nH]c(=O)n1CC (stereo not given),1,-2.4%
O=P(c1ccc2c(c1)OCCO2)(N1CCOCC1)N1CCOCC1,2,2.4%
FC(F)(F)c1ccc(-c2n[nH]c(=S)o2)nc1,.,5.3%
COc1ccc(-c2cc3nc(-c4ccccc4)cc(N4CCC5(CC4)OCCO5)n3n2)cc1,0,6.0%
CCCCCOC(=O)C1=C(C)NC(=O)NC1c1ccccc1OCC (stereo not given),-16,1.5%
CCOC(=O)C1CCN(C(=O)CSc2ccccc2)CC1,.,1.1%
COc1ccccc1-n1c(SCC(=O)NC(C)(C)C)nc(O)cc1=O,.,3.3%
O=C(CN(Cc1ccco1)C(=O)CNS(=O)(=O)c1ccccc1)NCc1ccccc1,-11,-3.5%
CCOC(=O)N1CCN(S(=O)(=O)c2cc(Br)cc3c2N(C(C)=O)C(C)C3)CC1 (stereo not given),.,1.7%
CCOC(=O)c1nnc2cc(-c3ccccc3)nn2c1C,.,-0.2%
CC1=C(C)C(=O)C(CCCCC#CCCCC#CCO)=C(C)C1=O,.,0.8%
Cc1cc(N2C(=O)C3CC=CCC3C2=O)no1 (stereo not given),.,-0.5%
Cc1cc2cc(CN(CCCO)S(=O)(=O)c3cccc4nsnc34)c(=O)[nH]c2cc1C,.,7.4%
O=C(NCc1cccnc1)c1cccc2c1C(=O)N(C1CCCCC1)C2,-5,.
COc1ccc(/C=N\NC(=O)c2cccc([N+](=O)[O-])c2)cc1Cn1cc([N+](=O)[O-])cn1,.,-3.5%
Cc1ccc2oc(/N=C(\N)NC(=O)C(C)(C)C)nc2c1,7,0.2%
COCCNC(=O)c1cc2cc(Cl)cc(Cl)c2oc1=O,5,-2.7%
CC1CC(Nc2ccccc2)=CC(=O)O1 (stereo not given),-6,-1.9%
O=C(NCC(O)c1ccccc1)c1ccccc1 (stereo not given),24,-1.3%
c1ccc(-c2nc3c(ccc4ccccc43)[nH]2)nc1,.,-0.2%
Cc1nc(C)c(NC(=O)OC(C)C)cc1NC(=O)OC(C)C,19,-2.6%
O=C(Nc1nc2ccc([N+](=O)[O-])cc2s1)c1ccncc1,8,1.6%
Cc1ccc(S(=O)(=O)N2c3ccccc3OCC2c2ccccc2)cc1 (stereo not given),10,0.2%
# Further results.
SMILES,RmlCD inh 1536,GlmU inhibition
CC(=O)Nc1cccc(OCC(=O)NCCC2=CCCCC2)c1,-14,8.7%
CCN(CC)C(=O)CC(c1ccc(OC)cc1)c1c(OC)cc(OC)c2ccc(=O)oc12 (stereo not given),.,3.0%
CCCCNCc1ccc(SC)cc1,-4,-9.0%
Cc1ccc(NC(=O)N/C=C/c2ccco2)cc1C,-12,9.0%
O=C(CSc1ncc(-c2ccc(F)cc2)n1Cc1ccco1)Nc1nccs1,.,-2.8%
Cc1cc(Cl)cc(C)c1OCCCCN1CCOCC1,-4,2.3%
CN(C(=O)CSc1nnc(NC2CCCCC2)s1)C1CCS(=O)(=O)C1 (stereo not given),-2,3.4%
CCC(=O)c1c[nH]c(C(=O)NCCCn2ccnc2)c1,-6,0.9%
CC(=O)Nc1ccc2c(c1)CCCC2,.,-14%
CC(C)OC(=O)CSc1ncnc2c1cnn2-c1ccccc1,.,3.2%
Fc1ccc(C2=CC(c3ccco3)n3ncnc3N2)cc1 (stereo not given),-12,4.1%
COc1ccc(C(CC(=O)c2ccc(C)cc2)C(C#N)C#N)cc1OC (stereo not given),1,10%
CCOC(=O)c1cc(-c2ccccc2)sc1NC(=O)COC,-8,4.1%
COC(=O)c1c(C)nn(-c2ccccc2)c1-n1cccc1,.,-1.0%
O=C(COC(=O)[C@@H]1CCCN1S(=O)(=O)c1ccccc1F)Nc1ccc(OC(F)F)cc1,2,1.6%
O=[N+]([O-])c1ccc(SCCc2ccncc2)cc1,-6&-6,-5.1%
O=C(C1CCCN(S(=O)(=O)c2cccc3nsnc23)C1)N1CC=C(c2ccccc2)CC1 (stereo not given),.,2.0%
O=c1c2ccccc2nc(/C=C/c2c[nH]c3ccccc23)n1-c1ccc([N+](=O)[O-])cc1,-9,-2.7%
CCN(CC)CCNC(=O)Cn1nc(-c2ccccc2)c2ccccc2c1=O,-8,4.5%
CCCNC(=O)N1[C@H]2CC[C@@H]1C(C(=O)OC)=C(c1ccc(S(C)(=O)=O)cc1)C2,.,0.9%
O=C(CNS(=O)(=O)c1ccc(F)cc1)Nc1ccc(C(F)(F)F)cc1,-3,-0.1%
Cc1nc2c(C#N)c[nH]n2c(=O)c1CCO,6,-0.6%
CC(C)NS(=O)(=O)c1ccc(CCC(=O)N2CCCCC2)cc1,10,-3.5%
CCOc1nc(S(=O)(=O)c2ccc(C)cc2)c(Cl)s1,-8,9.1%
[O-][n+]1onc2c1CCc1c-2nn(-c2ccccc2Cl)[n+]1[O-],12,3.0%
# Additional entries:
SMILES,RmlCD inh 1536,GlmU inhibition
CC(=O)Nc1ccc(C(=O)NNC(=O)CCc2ccccc2)cc1,-1,0.8%
CC1(C)CC(=O)C(C=NCCN2CCN(CC(=O)Nc3ccccc3)CC2)=C(O)C1,.,-1.4%
COC(=O)c1c(NC(=O)C2(C)Cc3ccccc3C(=O)O2)sc2c1CCCC2 (stereo not given),.,-1.0%
CC(=O)N1CCCc2cc(S(=O)(=O)NC(C(=O)NCc3ccc(C)cc3)C(C)C)ccc21 (stereo not given),.,3.5%
CCOC(=O)c1cc2c(=O)n3ccccc3nc2n(C(C)C)c1=NC(=O)c1ccco1,-9,-2.0%
CCN1C=CC2=C(C#N)C(N)C(C#N)(C#N)C(c3ccccc3C(F)(F)F)C2C1 (stereo not given),.,-0.7%
Cc1cccc(NC(=O)CCN2CCOCC2)c1,.,2.7%
CCN=c1sc(C(=O)Nc2ccccc2)c(C)n1CC,6,0.1%
CC(=O)Nc1nc(CCC(C)C)cc2c1c(=O)oc1ccccc12,.,3.5%
CC(=O)c1ccc(S(=O)(=O)N2CCN(C)CC2)cc1,10,-0.2%
Cc1ccc(CCC2C3=C(CCCC3=O)OC3=C2C(=O)CCC3)cc1,9,3.0%
CC(=O)NC(Cc1c[nH]c2ccccc12)C(=O)OCC(=O)Nc1cc(C)on1 (stereo not given),12,0.3%
O=c1c(C=NCCCO)c(-c2ccccc2)[nH]n1-c1nc2ccccc2s1,-7,2.7%
CCc1ccc(OCCCC(=O)Nc2ccc(N3CCOCC3)cc2)cc1,-40,-1.9%
Clc1ccc(Cl)c(-c2ccc(/C=N/c3ncn[nH]3)o2)c1,-4,-4.5%
CC(C)CN(C(=O)COC(=O)Cn1cnc2ccccc2c1=O)C1CCS(=O)(=O)C1 (stereo not given),27,1.1%
Oc1ccccc1N=Cc1c(O)ccc2oc3c(c12)CCCC3,43,0.6%

# Sorted by formula weight (low to high): some entries from above.
SMILES,RmlCD inh 1536,GlmU inhibition
Clc1ccc(Cl)c(-c2ccc(/C=N/c3ncn[nH]3)o2)c1,-4,-4.5%
Cc1ccc(CCC2C3=C(CCCC3=O)OC3=C2C(=O)CCC3)cc1,9,3.0%
CC(=O)NC(Cc1c[nH]c2ccccc12)C(=O)OCC(=O)Nc1cc(C)on1 (stereo not given),12,0.3%

# A draw from above in order of count of non-hydrogen atoms, rising.
SMILES,RmlCD inh 1536,GlmU inhibition
Cc1nc2c(C#N)c[nH]n2c(=O)c1CCO,6,-0.6%
Cc1cccc(NC(=O)CCN2CCOCC2)c1,.,2.7%
CC(=O)c1ccc(S(=O)(=O)N2CCN(C)CC2)cc1,10,-0.2%
Clc1ccc(Cl)c(-c2ccc(/C=N/c3ncn[nH]3)o2)c1,-4,-4.5%
[O-][n+]1onc2c1CCc1c-2nn(-c2ccccc2Cl)[n+]1[O-],12,3.0%
CC(C)NS(=O)(=O)c1ccc(CCC(=O)N2CCCCC2)cc1,10,-3.5%
CC(=O)Nc1nc(CCC(C)C)cc2c1c(=O)oc1ccccc12,.,3.5%
Cc1ccc(CCC2C3=C(CCCC3=O)OC3=C2C(=O)CCC3)cc1,9,3.0%
O=c1c(C=NCCCO)c(-c2ccccc2)[nH]n1-c1nc2ccccc2s1,-7,2.7%
CC(=O)NC(Cc1c[nH]c2ccccc12)C(=O)OCC(=O)Nc1cc(C)on1 (stereo not given),12,0.3%
CCN1C=CC2=C(C#N)C(N)C(C#N)(C#N)C(c3ccccc3C(F)(F)F)C2C1 (stereo not given),.,-0.7%
CC(C)CN(C(=O)COC(=O)Cn1cnc2ccccc2c1=O)C1CCS(=O)(=O)C1 (stereo not given),27,1.1%
CCOC(=O)c1cc2c(=O)n3ccccc3nc2n(C(C)C)c1=NC(=O)c1ccco1,-9,-2.0%
CC(=O)N1CCCc2cc(S(=O)(=O)NC(C(=O)NCc3ccc(C)cc3)C(C)C)ccc21 (stereo not given),.,3.5%

# These rows are one share of the data (hit frequency here may not be typical).
